FUS suppressor = qHTS for Suppressors of FUS Proteinopathy: Primary screen using FUS-linked yeast assay; Potency, µM (highest dose often 76.6 µM), without a hit: at the highest dose growth rescue (activation), hits mostly activators; S. cerevisiae FUS-expressing, growth rescue, OD600, 24 h; 390,000 compounds, 0.24% hits; AID 1347120, 2019;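 further: potency means the concentration at half of the fitted maximal effect; plate controls were DMSO vehicle for no effect and reference control for full effect; nearly all actives have a fitted effect of over 55% in size; some results filed as inactive show a strong effect at the top dose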
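Yeast expressing FUS under galactose induction, OD 0.005 in 2% galactose medium; compounds in a dilution series, 24 h at 30C. Growth rescue by absorbance at 600 nm; CP55940 positive control, DMSO negative.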
EPAC1 antagonist = qHTS for Antagonist of cAMP-regulated guanine nucleotide exchange factor 3 (EPAC1): primary screen | Rap guanine nucleotide exchange factor 3 (Homo sapiens), O95398 | EPAC1 GEF assay, Rap1b-BODIPY-GDP exchange fluorescence | Potency, µM (doses to about 115 µM), for inactives: at the highest dose activity change, negative = inhibition, actives largely listed as inhibitors | 360,000 compounds, 0.14% hits;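 further: potency means the concentration at half of the fitted maximal effect; plate controls were vehicle for no effect and positive control for full effect; nearly all actives have a fitted effect of over 50% in size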
Target sequence (O95398 whole entry, looked up): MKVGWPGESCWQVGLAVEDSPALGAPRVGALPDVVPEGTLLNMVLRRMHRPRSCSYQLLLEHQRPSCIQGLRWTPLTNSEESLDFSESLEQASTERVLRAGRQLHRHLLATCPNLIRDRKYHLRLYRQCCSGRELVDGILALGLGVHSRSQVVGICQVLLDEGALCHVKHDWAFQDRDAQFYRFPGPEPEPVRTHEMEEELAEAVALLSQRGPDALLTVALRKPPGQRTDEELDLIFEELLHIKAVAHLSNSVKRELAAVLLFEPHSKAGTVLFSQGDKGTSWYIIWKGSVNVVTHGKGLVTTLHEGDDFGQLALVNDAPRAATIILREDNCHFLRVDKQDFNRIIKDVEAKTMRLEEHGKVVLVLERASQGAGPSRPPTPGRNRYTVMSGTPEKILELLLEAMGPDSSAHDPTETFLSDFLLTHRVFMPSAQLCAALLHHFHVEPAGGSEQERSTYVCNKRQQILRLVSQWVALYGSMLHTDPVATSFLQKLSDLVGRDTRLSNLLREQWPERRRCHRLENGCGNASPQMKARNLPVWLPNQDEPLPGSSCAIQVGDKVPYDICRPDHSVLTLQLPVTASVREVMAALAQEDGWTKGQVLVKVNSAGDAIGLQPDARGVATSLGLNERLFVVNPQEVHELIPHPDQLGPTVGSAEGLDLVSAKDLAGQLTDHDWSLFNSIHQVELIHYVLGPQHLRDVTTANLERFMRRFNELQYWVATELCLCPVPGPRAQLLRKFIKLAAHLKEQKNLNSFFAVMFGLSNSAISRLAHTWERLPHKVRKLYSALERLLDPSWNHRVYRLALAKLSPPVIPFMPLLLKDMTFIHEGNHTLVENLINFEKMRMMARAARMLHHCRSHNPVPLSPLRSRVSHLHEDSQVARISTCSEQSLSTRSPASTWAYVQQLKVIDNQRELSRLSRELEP
PLK1 PBD block = qHTS for Inhibitors of PLK1-PDB (polo-like kinase 1 - polo-box domain): Primary Screen; Plk1 PBD binding of FITC phosphopeptide, fluorescence polarization; Potency, µM, without a hit: max response, negative = inhibition, most hits filed as inhibitors; 360,000 compounds, 2.8% hits; AID 720504, 2013; further: potency means the concentration at half of the fitted maximal effect; series mostly up to about 57 µM; on the % scale 0 is the no-effect control and ±100 the full control effect; nearly all actives have a fitted effect of over 65% in size
PI5P4Ka inh = qHTS for Inhibitors of phosphatidylinositol 5-phosphate 4-kinase (PI5P4K); PI5P4Kalpha enzyme, ADP-Glo luminescence, 60 min; stronger effect = lower value; max response, %; 330,000 compounds, 1.2% hits; active means max response of -50% or lower; inconclusive means between -30% and -50%; inactive means -30% or higher; further: value at the top dose of about 77 µM; on the % scale 0 is the no-effect control and ±100 the full control effect
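Quantitative HTS of the MLSMR library against PI5P4Kalpha with substrate. ATP added last at 5 microM final; room temperature, 60 minutes. Remaining ATP depleted, ADP converted and read as luminescence.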
EPAC1 agonist = qHTS for Agonist of cAMP-regulated guanine nucleotide exchange factor 3 (EPAC1): primary screen | Rap guanine nucleotide exchange factor 3 (Homo sapiens), O95398 | EPAC1 agonist qHTS, biochemical assay; response scale: 100% = response to 6.5 mM cAMP | Potency, µM (series often up to 154 µM), for inactives: at the top dose activation, actives largely listed as activators | 360,000 compounds, 0.073% hits; further: potency means the concentration at half of the fitted maximal effect; nearly all actives have a fitted effect of over 60% in size
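Normalized to 6.5 mM cAMP, activity reflects EPAC1-catalysed release of BODIPY-GDP from Rap1B, followed kinetically over 30 min at 480 nm excitation, 540 nm emission. Reaction contained 100 nM EPAC1, 250 nM Rap1B-BODIPY-GDP, 50 uM GDP.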
aSyn rescue = qHTS of alpha-syn Inhibitors | Yeast expressing alpha-synuclein, growth rescue, BacTiter-Glo, 24 h | Potency, µM (series often up to 46.1 µM), for the others: at the highest dose growth rescue (activation), hits mostly activators | 370,000 compounds, 0.14% hits; further: potency means the concentration at half of the fitted maximal effect; % of control where 0% means no effect; nearly all actives have a fitted effect of over 65% in size
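Galactose-induced alpha-syn yeast (OD600=0.02, raffinose-pregrown) + pinned cpd, 24 hr, 30 deg C; growth by BacTiter-Glo luminescence. Growth restoration scores as activation.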
WRN helicase inh = qHTS for Inhibitors of WRN Helicase; Potency, µM (top dose mostly 114 µM), for inactives: top-dose activity change, negative = inhibition, usual class: inhibitors; Bifunctional 3'-5' exonuclease/ATP-dependent helicase WRN (Homo sapiens), Q14191; 360,000 compounds, 0.46% hits; WRN helicase unwinding, fluorescent forked duplex, kinetic; further: potency means the concentration at half of the fitted maximal effect; on the % scale 0 is the no-effect control and ±100 the full control effect; nearly all actives have a fitted effect of over 55% in size
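Kinetic red-fluorescence monitoring (525/598 nm) tracks WRN helicase activity after 100 nM fluorophore-quencher forked duplex and 2 mM ATP are added to 20 nM enzyme pretreated 15 min at room temperature with compound.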
Abeta yeast res = qHTS for compounds that reverse cellular toxicity of Amyloid beta (A-beta) peptide in yeast: Primary Screen; Potency, µM (doses to about 46.1 µM), for the others: at the top dose growth rescue, most hits filed as activators; yeast expressing A-beta42, growth rescue, OD600, 48 h; response scale: 0% DMSO, 100% iron-clioquinol control; 410,000 compounds, 0.063% hits; further: potency means the concentration at half of the fitted maximal effect; nearly all actives have a fitted effect of over 55% in size
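Yeast A-beta toxicity model in growth medium with pinned compounds, 48 h at 30 C; growth read as absorbance at 600 nm. Normalized to FeCl3/clioquinol equimolar mix (positive) and DMSO (negative).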
IL-2 act = qHTS of IL-2 Activators | IL-2 activation reporter assay, cell-based qHTS; stimulated with anti-CD3/CD4/CD28 beads; in transgenic mouse T cells | activation, % (series mostly up to about 46 µM) | 360,000 compounds, 0.065% hits; in the data active means activation above about 50%; inconclusive means mostly about 30% to 49%; further: 0% is about no effect
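Using fluorescent plate cytometry, EGFP and DsRed are detected in transgenic mouse T cells stimulated 18 h at 37 degrees C with antibody-coated beads after 60 min compound pretreatment.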
The depositor's hits bear a star; ? = inconclusive; / = not tested or not shown; [ ] = remark or other dose. Unless noted, the call rests on the fitted dose curve; in most records, active means well fitted curve in the direction sought with a large enough effect; inconclusive means small, poorly fitted or top-dose-only effect, or another doubt; inactive means no such curve, though single readings can be large; an effect the other way counts as inactive or inconclusive.

Sequence of screens – FUS suppressor, EPAC1 antagonist, PLK1 PBD block, PI5P4Ka inh, EPAC1 agonist, aSyn rescue, WRN helicase inh, Abeta yeast res, IL-2 act
1	CCC1Oc2ccccc2C(=O)N(CC(=O)c2ccc3c(c2)OCCO3)C1=O (stereo unspecified)
    5.7%, -15.8%, -20.6%, 1.3, 1.6%, 0.3%, -10.2%, -2.6%, -1.8
2	O=C(NC(=S)NCc1cccnc1)c1ccccc1
    /, -12.7%, -2.5%, 1.6, 7.1%, 6.0%, 1.3%, 13.6%, 0.1
3	CC1=Nc2cc(C(=O)O)ccc2Sc2ccc(C)cc21
    18.0%, 6.4%, 0.3%, -4.4, -7.2%, 28.6%, -2.4%, 2.2%, -1.6
4	CCOC(=O)c1c2c(n(Cc3ccccc3)c1C)C(=O)C(=O)c1ccccc1-2
    /, -18.1%, -6.6%, 13.6, 1.8%, -42.7%[inhibitor], -10.2%, -26.6%, -6.4
5	Cc1cccc(C(=O)OCC(=O)NC(=O)Cc2ccccc2)c1O
    -12.7%, -19.0%, -9.2%, -2.8, -0.2%, 4.1%, 7.6%, 10.9%, -3.9
6	Cc1cc(C(=O)Nc2ccccc2C)on1
    20.5%, 0.3%, -11.8%, 5.8, 3.3%, -1.1%, -5.5%, -9.0%, -0.4
7	CCOC(=O)Nc1ccc2c(C)cc(=O)oc2c1
    2.4%, -4.1%, -5.9%, /, 5.5%, -3.8%, -11.3%, -11.1%, -0.6
8	COc1cccc(C2c3c(oc4ccccc4c3=O)C(=O)N2c2ccccn2)c1 (stereo unspecified)
    -10.7%, 7.9%, -11.7%, 0.6, 0.6%, -1.6%, 1.8%, -13.9%, -3.6
9	O=C(Cn1ncc2c([nH]c3ccccc32)c1=O)N1CCN(c2ccccc2F)CC1
    -18.9%, -19.8%, 26.7µM*, -0.8, 13.2%, 0.7%, -1.6%, 10.3%, 0.3
10	O=C(Nc1cccc2ncccc12)C(Cl)(Cl)Cl
    1.5%, -0.8%, 0.2%, /, -5.1%, -0.1%, 8.4%, 18.7%, 0.4
11	Cc1ccc(NC(=O)Nc2nnc(-c3ccncc3)s2)cc1
    -29.6%, ?, -14.5%, -7.8, -2.9%, -4.6%, -4.2%, -24.0%, -0.2
12	O=C1CSC(=Nc2ccc(O)cc2)N1c1ccc(O)cc1
    /, -6.7%, ?, -4.5, -5.8%, -6.2%, -11.2%, 5.1%, -0.5
13	CC(C)CN=c1cc(-c2ccccc2)oc2ccc(Cl)cc12
    2.0%, 0.1%, -2.0%, -7.1, 6.6%, 1.8%, -6.9%, 3.6%, -0.6
14	CC(NC(=O)Cc1ccccc1)C(=O)O (stereo unspecified)
    -16.2%, 14.3%, -2.6%, -7.0, -18.4%, -2.5%, -1.2%, -8.5%, -2.4
15	COc1ccc(C(=O)N/C(=C\c2ccc(Cl)cc2)C(=O)NCC2CCCO2)cc1 (stereo unspecified)
    /, 3.1%, 3.4%, 8.1, -2.7%, 5.2%, -10.8%, -22.6%, -3.3
16	O=C(Nc1ccc(S(=O)(=O)N2CCCCC2)cc1)c1ccco1
    18.8%, 0.2%, -8.4%, -0.8, 3.6%, 4.7%, -10.5%, -0.1%, 0.1
17	CCOc1cc(N2CCOCC2)c(OCC)cc1NC(=O)COC(=O)COc1ccc(C#N)cc1
    ?, -10.1%, -5.3%, 2.8, 20.0%, 0.8%, -17.9%, 7.9%, -1.0
18	CCn1c(SC)nnc1-c1c[nH]c2ccccc12
    -10.6%, -8.6%, -13.0%, -6.8, 5.4%, -4.7%, 4.1%, -7.1%, -1.1
19	OC1(c2ccc(Cl)cc2)CCN(Cc2cn[nH]c2-c2ccc(F)cc2)CC1
    -2.1%, -1.1%, 5.2%, 2.0, 8.0%, 1.1%, -5.1%, 0.9%, 0.1
20	COc1ccc(N2C(=O)CC(N3CCN(c4nc5ccccc5s4)CC3)C2=O)cc1 (stereo unspecified)
    20.7%, -10.3%, -8.9%, /, 10.2%, 15.3%, -1.9%, -6.8%, -1.8
21	CC(C)c1ccc(C(C(=O)NC2CCCCC2)N(C(=O)c2csnn2)C2CC2)cc1 (stereo unspecified)
    7.3%, -21.2%, -4.2%, 4.3, 2.8%, 5.0%, 2.4%, 19.3%, -0.4
22	O=C(c1ccc2ccccc2c1)N1CCCCC1
    9.4%, 5.4%, -7.1%, 0.8, 7.4%, 5.2%, 2.1%, 4.4%, -0.2
23	O=[N+]([O-])c1cccc(C2Nc3cccc4cccc(c34)N2)c1
    /, 4.2%, -21.6%, -18.2, 8.1%, -13.6%, -14.5%[11.6 µM], -1.9%, 0.6
24	CCOC(CNC(=O)c1cccn2c(=O)c3cc(Cl)ccc3nc12)OCC
    -5.0%, 5.8%, -7.1%, /, 4.6%, -1.2%, -0.6%, 4.8%, -1.8
25	CCOc1ccc(CN(C)CC(=O)Nc2cccc3ccccc23)cc1OC
    18.5%, -1.0%, 2.5%, 0.4, 0.7%, -3.7%, -29.0%, 3.8%, 1.3
26	CS(=O)(=O)N(Cc1ccc(Cl)cc1)c1ccc(C(=O)NCC2CCCO2)cc1 (stereo unspecified)
    14.0%, 2.6%, -12.6%, -3.3, 18.3%, -4.6%, 11.9%, 11.7%, -1.1
27	Cc1ccc(S(=O)(=O)NNC(=O)CCC(=O)Nc2ccc(C)cc2C)cc1
    /, -9.9%, 0.6%, 19.8, -6.5%, -4.0%, -13.3%, 21.3%, -0.5
28	Cc1cccc(N2CCN(C(=O)COc3ccc4c(c3)CCC4)CC2C)c1 (stereo unspecified)
    ?, -20.4%, -5.3%, 5.7, 1.8%, 25.9%, -7.1%, 25.8%, 0.2
29	CCC/C(=N\NC(=O)c1ccco1)c1ccc(Cl)s1
    4.9%, -11.7%, -6.7%, 0.0, 12.7%, -4.5%, 1.8%, 3.3%, -1.1
30	O=C(NC1CCCC1)C(c1ccccc1)n1c(Cc2cc(F)cc(F)c2)nc2ccccc21 (stereo unspecified)
    24.2%, -5.9%, -2.1%, 4.1, 3.6%, 0.0%, -0.7%, 4.9%, -0.1

An excerpt from above with just EPAC1 agonist.
| cpd | mol | EPAC1 agonist |
| --- | --- | --- |
| 24 | CCOC(CNC(=O)c1cccn2c(=O)c3cc(Cl)ccc3nc12)OCC | 4.6% |
| 30 | O=C(NC1CCCC1)C(c1ccccc1)n1c(Cc2cc(F)cc(F)c2)nc2ccccc21 (stereo unspecified) | 3.6% |

(further entries)
Sequence of screens – FUS suppressor, EPAC1 antagonist, PLK1 PBD block, PI5P4Ka inh, EPAC1 agonist, aSyn rescue, WRN helicase inh, Abeta yeast res, IL-2 act
31	COc1ccc(/C=C2\SC(=S)N(CCC(=O)Nc3ccc(C(=O)O)cc3)C2=O)cc1OC
    18.4%, 7.8%, -23.3%, 6.5, 6.4%, 0.9%, -15.4%, -4.8%, 1.6
32	Cn1c(SCC(=O)NCCc2ccccc2)nc2c([nH]c3ccccc32)c1=O
    16.8%, -4.9%, -9.0%, -13.2, 8.8%, -3.2%, 4.1%, -20.6%, -2.6
33	Cc1cccc(N2CCN(C(=O)c3c(C)nn(Cc4ccccc4Cl)c3C)CC2)c1C
    ?, -35.3%, -7.2%, 11.7, 0.5%, 20.4%, -25.4%, 28.1%[9.22 µM], -2.8
34	c1ccc(-c2cc(-c3nnco3)c3ccccc3n2)nc1
    20.0%, -1.9%, -9.3%, 1.0, 9.4%, -0.1%, -10.3%, -7.8%, -2.5
35	Cc1c(C(=O)N(CCO)Cc2ccccc2)oc2c(F)cccc12
    -1.7%, 10.1%, -5.2%, 1.6, -2.0%, 15.1%, 1.0%, 9.0%, 3.3
36	O=C1CC(C(=O)Nc2ccccc2)N=C(N2CCCCC2)N1 (stereo unspecified)
    8.7%, 1.5%, -7.2%, /, 9.9%, -4.5%, 9.7%, -12.2%, 1.5
37	N#C/C(=C\c1ccccc1[N+](=O)[O-])C(=O)NCc1ccccc1
    5.8%, 1.3%, -3.5%, -1.2, 13.3%, 3.3%, -13.7%, ?, 0.1
38	COc1ccc(CN2C(=O)c3ccccc3C2C(=O)NC2CCCC2)c(OC)c1 (stereo unspecified)
    28.4%, -15.1%, -4.1%, /, 4.4%, -6.4%, -10.2%, -21.5%, -0.9
39	O=C(CCCn1nnc2ccccc2c1=O)N[C@@H](Cc1ccccc1)C(=O)O
    2.1%, -7.9%, 3.1%, -2.2, 2.8%, 0.9%, -3.3%, 4.8%, -0.7
40	COC(=O)c1ccc(CNC(=O)COC(=O)/C=C/c2cccc(OC)c2)cc1
    -4.2%, -8.1%, -6.8%, -1.9, -1.9%, -6.7%, 6.2%, -3.3%, -2.7
41	Cc1cc(C)nc(N2CCCC(C(=O)NC(C)C)C2)n1 (stereo unspecified)
    -35.2%, 3.7%, -4.8%, 4.2, -1.3%, -2.3%, 9.5%, 11.2%, 0.7
42	O=C1C(=O)c2ccc(-c3ccccc3)cc2-c2ccccc21
    -3.7%, ?, -19.0%, /, -2.3%, -36.2%[inhibitor], -1.1%[11.6 µM], -17.0%, -3.1
43	Cc1cccc(CC(=O)Nc2cc(C)c3c(=O)oc4ccccc4c3n2)c1
    15.1%, -4.9%, -7.1%, 0.2, -6.6%, 0.2%, 0.2%, 13.3%, -3.0
44	O=C(CN1CCCCCC1)Nc1ccccc1C(=O)Nc1ccccc1
    13.8%, -14.2%, -7.9%, 6.9, -2.7%, -8.7%, -7.0%, -9.2%, -0.1
45	CCCCCC(=O)NCc1c(C(F)(F)F)nn(C)c1N1CCOCC1
    4.0%, 6.5%, 1.6%, 10.2, 6.5%, 2.1%, -4.0%, -4.8%, 1.0
46	COc1ccccc1OCc1ccc(C(=O)NN)o1
    3.3%, -5.2%, -10.3%, -2.0, 4.9%, -7.7%, -7.9%, 2.1%, 2.3
